HDAC3 inh: blocks human histone deacetylase 3; O15379; recombinant HDAC3, fluorogenic peptide/trypsin coupled, fluorescence; inhibition, % at 8.3 µM; hit rate 0.15% among 320,000; AID 2718; in the data active = inhibition above about 26%, passing the limit was not always enough; inconclusive = no clear call, values can overlap the other calls
ANO1 block: blocks the mouse calcium-activated chloride channel TMEM16A; Q8BHY3; HEK293 TMEM16A/YFP iodide influx fluorescence, ionomycin; normalized B-score (activity score, 25-100; higher = stronger inhibition) at 10 µM; hit rate 1.2% among 310,000; AID 588511;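 active = ratio plate-corrected score three or more library SD toward inhibition, starting fluorescence score within five deviations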;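 also: score derived from kinetic fluorescence span divided by baseline fluorescence per well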
TRPC6 inh: blocks the mouse TRPC6 cation channel | AID 2553 | HEK293-TRPC6, membrane potential dye, ACh-evoked depolarization; active compounds read low | hit rate 1.1% among 310,000 | B-score at 10 µM;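 active = B-score under library mean minus 3 SD, initial fluorescence not abnormally high, positive integrated signal ratio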;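 also: B-score derived from integrated fluorescence ratio over the kinetic read; more negative B-score means stronger inhibition of depolarization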
Target sequence (Q61143 whole entry, looked up): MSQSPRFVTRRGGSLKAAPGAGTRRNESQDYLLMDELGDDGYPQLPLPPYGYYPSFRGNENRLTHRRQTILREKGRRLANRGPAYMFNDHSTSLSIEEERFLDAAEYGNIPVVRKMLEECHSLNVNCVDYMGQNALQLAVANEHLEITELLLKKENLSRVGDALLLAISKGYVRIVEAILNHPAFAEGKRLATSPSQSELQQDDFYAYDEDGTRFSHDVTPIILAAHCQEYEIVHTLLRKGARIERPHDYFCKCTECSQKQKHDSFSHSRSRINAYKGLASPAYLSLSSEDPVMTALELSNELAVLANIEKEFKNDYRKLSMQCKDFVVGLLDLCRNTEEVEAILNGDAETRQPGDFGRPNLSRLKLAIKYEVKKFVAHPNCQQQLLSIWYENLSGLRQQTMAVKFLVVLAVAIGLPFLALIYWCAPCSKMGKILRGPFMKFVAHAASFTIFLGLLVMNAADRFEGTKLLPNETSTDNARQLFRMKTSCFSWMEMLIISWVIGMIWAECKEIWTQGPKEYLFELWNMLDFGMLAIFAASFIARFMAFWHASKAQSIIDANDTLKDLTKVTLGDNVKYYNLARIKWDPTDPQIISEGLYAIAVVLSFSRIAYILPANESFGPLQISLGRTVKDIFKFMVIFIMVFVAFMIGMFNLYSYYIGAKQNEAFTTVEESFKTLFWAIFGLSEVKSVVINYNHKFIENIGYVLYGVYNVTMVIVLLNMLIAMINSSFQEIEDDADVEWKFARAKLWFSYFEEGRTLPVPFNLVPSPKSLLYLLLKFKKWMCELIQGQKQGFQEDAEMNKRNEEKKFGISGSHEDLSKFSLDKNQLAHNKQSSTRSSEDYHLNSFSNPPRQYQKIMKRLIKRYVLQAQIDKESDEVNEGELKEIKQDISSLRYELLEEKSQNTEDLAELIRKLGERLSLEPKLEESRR
SKKanGAS inh: SKKanGAS growth inhibition; S. pyogenes SKKanGAS, kanamycin growth, BacTiter-Glo, 6 h; inhibition, % at 7.5 µM; hit rate 1.3% among 300,000; AID 1662;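 active = mean replicate score, as percent of positive control median, at least 50; inconclusive = mean below 50 but one replicate at or above 50; inactive = mean and every replicate below 50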;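 also: strain carries kanamycin resistance gene driven by streptokinase promoter and grows in 40 µg/ml kanamycin; loss of luminescence reflects streptokinase promoter inhibition or plain growth inhibition; 0% = median of DMSO wells and 100% = positive control at its reference dose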
TRPC6 activator: mouse TRPC6 channel activation; HEK293-TRPC6 membrane potential dye fluorescence; active compounds read high; Q61143; hit rate 0.13% among 310,000; B-score at 10 µM;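 active = B-score of the integrated fluorescence ratio above library mean plus 3 SD, and starting fluorescence ratio within library mean plus 5 SD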;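 also: higher score means more depolarization so channel activation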
RGS4 act: RGS4 potentiation or activation. AID 463111. hit rate 0.92% among 310,000. B-score at 10 µM. HEK293 M3R/inducible RGS4, carbachol calcium flux Fluo4; active compounds read low;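 active = B-score of the integrated calcium signal more than 4 SD below the library mean, with starting fluorescence not abnormally high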;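 also: negative B-score means reduced calcium response which marks RGS4 activation or potentiation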
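System: HEK293 FlpIn-TREx cells, stable M3R, doxycycline-inducible RGS4. Timing: overnight RGS4 induction, 30 min dye load 37 °C, 20 min compound RT. Also added: carbachol, ECmax concentration. Measured by: Fluo4 fluorescence kinetic imaging of calcium. Evaluation: integrated calcium ratio converted to B score.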
RGS4 block: inhibitors of human RGS4. P49798. HEK293 M3R/RGS4 inducible, Fluo-4 calcium flux; active compounds read high; triggered by carbachol at its EC20. B-score at 10 µM. hit rate 0.45% among 310,000. AID 463165;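 active = B-score, a plate-corrected calcium signal, over three deviations above library mean, with baseline fluorescence within five deviations of library mean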;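 also: RGS4 expression induced by doxycycline in cells with stable M3 receptor; B-score is computed from the integrated fluorescence ratio over baseline after carbachol; higher B-score means a larger calcium signal and so more RGS4 inhibition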
MrgX1 allo act: human MrgX1 positive allosteric modulation, primary screen. AID 588675. MrgX1-HEK293, Fluo-4 calcium flux, FDSS; active compounds read high. Q96LB2. B-score at 10 µM. hit rate 0.63% among 310,000;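 active = plate-corrected calcium response at least 3 library SD above typical, normal starting fluorescence, not activating the receptor alone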;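 also: compound read alongside a low EC10 to EC30 dose of BAM8-22 agonist; peak minus trough fluorescence over baseline measured at the second addition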
MrgX1 agonist: activates human MrgX1 receptor signaling | Q96LB2 | MrgX1-HEK293 cells, Fluo-4 calcium fluorescence, agonist mode; active compounds read high | B-score at 10 µM | hit rate 0.44% among 310,000 | AID 588627;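 active = calcium response B-score plate-corrected fluorescence ratio at least 3 library SD, with starting fluorescence B-score inside 5 SD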
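System – MrgX1-expressing HEK293 cells · Incubation – cells plated overnight, dye loaded 0.5 h 37 °C, 0.5 h room temperature · Technique – kinetic Fluo-4 NW fluorescence of intracellular calcium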
MrgX1 antag: blocks BAM8-22 activation of human MrgX1 receptor | Q96LB2 | MRGX1-HEK293 calcium flux, Fluo-4, BAM8-22 antagonism; active compounds read low | B-score at 10 µM | hit rate 1.3% among 310,000;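 active = calcium-response B-score plate-corrected more than 3 library SD below zero, starting fluorescence within 5 deviations, no agonist response on first addition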;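 also: peak minus trough fluorescence over baseline after final BAM8-22 challenge near maximal dose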
ANO1 activ: activators or potentiators of mouse TMEM16A chloride channel; B-score at 10 µM; HEK293 TMEM16A/YFP-H148Q/I152L, iodide quench fluorescence; active compounds read low; hit rate 0.3% among 340,000; AID 623877; Q8BHY3;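 active = fluorescence-ratio B-score plate-corrected deviation score at least 3 library SD below zero, with starting fluorescence score within 5 deviations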;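 also: channel opened by trigger with iodide after compound preincubation; score built on the fluorescence ratio of max minus min over baseline; more negative score means more quench and so TMEM16A activation or potentiation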
Starred values were filed as active, the others as inactive; i = inactive; ? = inconclusive; . = no result given; & = joins results of further samples.

molecule,HDAC3 inh,ANO1 block,TRPC6 inh,SKKanGAS inh,TRPC6 activator,RGS4 act,RGS4 block,MrgX1 allo act,MrgX1 agonist,MrgX1 antag,ANO1 activ
Cc1cccn2cc(CCNS(=O)(=O)c3ccc([N+](=O)[O-])cc3)nc12,4,i,i,1,i,i,i,i,i,i,i
CC(C)C(C)NC(=O)CSc1nc2scc(-c3ccco3)c2c(=O)n1-c1ccccc1 (stereo unspecified),0,i,i,-4,i,i,i,i,i,i,i
CC(C)CN(C(=O)c1cccc(S(=O)(=O)N2CCN(Cc3ccccc3)CC2)c1)C1CCS(=O)(=O)C1 (stereo unspecified),1,i,i,-11,i,i,i,i,i,i,i
O=C(O)C1CCC(=O)N1C1CCCC1 (stereo unspecified),5,i,i,.,i,i,i,i,i,i,i
C[C@H]1CCC[C@@]2(O[C@@H](CCO)C[C@@H](O)[C@@H]2O)O1,-3,i,i,2,i,i,i,i,i,i,i
C/C(=N\OC(=O)Nc1ccccc1)c1ccc(C)cc1,2,i,i,-1,i,i,i,i,i,i,i
CCN1C(=O)c2cccc3c(S(=O)(=O)NCc4ccco4)ccc1c23,1,i,i,-4,i,i,i,i,i,i,i
S=c1nc(-c2ccccc2Cl)n(Cc2cccnc2)c2c1CCCC2,1,i,i,2,i,i,i,i,i,i,i
Oc1ccc(NC(=S)Nc2ccccc2)cc1,-9,i,i,7&5,i,i,i,i,i,i,i
S=C(NCc1ccco1)N1CCN(C/C=C/c2ccccc2)CC1,7,i,i,5,i,i,i,i,i,i,i
CCOc1ccc(C(=O)c2ccccc2C(=O)O)cc1OCC,4,i,i,-2,i,i,i,i,i,i,i
Cc1cccc(OCC(=O)N=Nc2c(O)[nH]c3ccc([N+](=O)[O-])cc23)c1,4,i,i,22,i,i,i,i,i,i,.
Cc1cccnc1NC(=O)Cn1c(=O)oc2ccccc21,-4,i,i,-5,i,i,i,i,i,i,i
Oc1ccccc1-n1c(-c2ccccc2)ccc1-c1ccccc1,-1,i,i,9,i,i,i,i,i,i,i
CCOc1ccc(-c2cn[nH]c2N)cc1,-9,i,i,11,i,i,i,i,i,i,i
CC1CCN(CC(=O)N2CCN(c3ccccc3)CC2)CC1,-2,i,i,5,i,i,i,i,i,i,i
CCOc1ccc(CNC2CCCCCCC2)cc1OC,6,i,i,-12,i,i,i,i,i,i,i
COC(=O)c1ccc(CSc2ccc3nnc(-c4cccc(F)c4)n3n2)o1,5,i,i,-13,i,i,i,i,i,i,i
COCCNc1nc(C(C)(C)C)nc2c1nnn2Cc1ccccc1Cl,.,i,i,5,i,i,i,i,i,i,i
CCN(C(=O)CSc1ncn[nH]1)c1c(N)n(Cc2ccccc2)c(=O)[nH]c1=O,0,i,i,-7,i,i,i,i,i,i,i
CCC(Oc1ccccc1)C(=O)Nc1cc(C)on1 (stereo unspecified),.,i,i,2,i,i,i,i,i,i,i
COC(=O)C1=C(C)N(CCc2ccc(OC)c(OC)c2)C(=O)/C1=C\c1ccc(O)cc1,0,i,i,-1,i,i,i,i,i,i,i
CCOC(=O)N1CCN(C(=O)c2ccc(N3C(=O)c4ccccc4C3=O)cc2)CC1,-69,i,i,-3,i,i,i,i,i,i,i
Cn1nc([N+](=O)[O-])nc1Oc1ccc2ccccc2c1,1,i,i,2,i,i,i,i,i,i,i
CCCCCOC(=O)C1=C(C)NC(=O)NC1c1ccccc1 (stereo unspecified),2,i,i,4,i,i,i,i,i,i,i
Cc1c(OC(C)C(=O)NCCN2CCOCC2)ccc2c(-c3ccccc3)cc(=O)oc12 (stereo unspecified),0,i,i,4,i,i,i,i,i,i,i
COc1ccc(CNC(=O)c2cc3ccccc3oc2=O)cc1,1,i,i,-4,i,i,i,i,i,i,i
COC(=O)C1=C(C)N(C)C(=O)NC1c1ccc([N+](=O)[O-])o1 (stereo unspecified),8,i,i,5,i,i,i,i,i,i,i
CNc1nc(NCc2ccccc2)c2ccccc2n1,-5,i,-5.3*,-5,i,i,i,i,76*,i,i
Cc1cccc(NS(=O)(=O)c2ccc(Oc3ccccc3)cc2)n1,-7,i,-6.3*,-2,i,i,i,i,i,i,i
COc1ccc(CNC(=O)CSCc2c(F)cccc2Cl)cc1,-3,i,i,11,i,i,i,i,i,i,i
CN(Cc1ccccc1)S(=O)(=O)c1cccc2cccnc12,7,i,i,4,i,i,i,i,i,i,i
O=C(O)CSCC(=O)Nc1ccc(S(=O)(=O)N2CCCCC2)cc1,8,i,i,0,i,i,i,i,i,i,i
Cc1ccc(/C=C2/N=C(c3ccccc3)NNC2=O)cc1,4,i,i,6,i,i,i,i,i,i,i
Cc1ccc(Cn2c(N3CCN(C)CC3)nc3c2c(=O)[nH]c(=O)n3C)cc1,-5,i,i,3,i,i,i,i,i,i,i
CC(=O)NNC(=O)CC(=O)Nc1nc(C23CC4CC(CC(C4)C2)C3)cs1,-4,i,i,-10,i,i,i,i,i,i,i
O=C(CSCc1n[nH]c(=O)[nH]1)NCCOc1cccc(Oc2ccccc2)c1,3,i,i,-11,i,i,i,i,i,i,i
CCOC(=O)C[n+]1c(C)sc2ccc(OC)cc21,13,i,i,3,i,i,i,i,i,i,i
O=C(Nc1cccc(F)c1)NC1CCCCCCC1,5,i,i,.,i,i,i,i,i,i,i
CC(=O)Nc1nc(S(=O)(=O)c2ccc(C)cc2)c(Cl)s1,2,i,i,-2,i,i,i,i,i,i,i
Cn1nnnc1SCC(=O)N1c2ccccc2CCc2ccccc21,1,i,i,-1,i,i,i,i,i,i,i
Cc1cc(C)n(CC(C)NC(=O)c2cc(COc3c(F)cccc3F)on2)n1 (stereo unspecified),4,i,i,-5,i,i,i,i,i,i,i
CCN1CC(CN(C)Cc2nc(-c3ccc(C(F)(F)F)cc3)oc2C)CC1=O (stereo unspecified),-5,i,i,2,i,i,i,i,i,i,i
COc1ccc(N2CCN(CCCNC(=O)Cn3c(=O)c4cccn4c4ccccc43)CC2)cc1,-10,i,i,0,i,i,i,i,i,i,i
Cc1ccccc1-c1nc(CN2CCC(C(=O)NC3CC3)CC2)c(C)o1,2,i,i,3,i,i,i,i,i,i,i
OCCC1CN(CCCc2ccccc2)CCN1Cc1ccccc1 (stereo unspecified),.,i,i,-7,i,i,i,i,i,i,i
COCCN1C(=O)N[C@@H](c2cccs2)C(C(=O)OC)=C1C,4,i,i,0,i,i,i,i,i,i,i
O=C(Nc1nc2ccc(S(=O)(=O)N3CCCC3)cc2s1)C1CCCCC1,1,i,i,11,i,i,i,i,i,i,i
Cc1cccc(NS(=O)(=O)c2coc(C(N)=O)c2)c1C,-3,i,i,-4,i,i,i,i,i,i,i
Cc1ccc2sc(N(CCCN(C)C)C(=O)c3ccc(S(=O)(=O)N4CCCCCC4)cc3)nc2c1C,4,i,i,-4,i,i,i,i,i,i,i
COc1ccc(N=C2C(=O)N3c4c(cccc42)C(C)=CC3(C)C)cc1,1,i,i,-2,i,i,i,i,i,i,i
COC(=O)[C@H](Cc1ccccc1)N(C)S(=O)(=O)c1cccc(S(=O)(=O)N(C)[C@@H](Cc2ccccc2)C(=O)OC)c1,-3,i,i,-1,i,i,i,i,i,i,i
Cc1nn(-c2ccccn2)c2c1C(c1c(F)cccc1Cl)C1=C(N2)c2ccccc2C1=O (stereo unspecified),1,i,i,7,i,i,i,i,i,i,.
CCc1c(C)nc2ncnn2c1NCCc1ccccc1,4,i,i,?,i,i,i,i,i,i,i
C[C@@H]1CCC[C@@]2(O[C@H](CCO)C[C@@H](O)[C@@H]2O)O1,-3,i,i,-3,i,i,i,i,i,i,i
COc1ccc(NC(=S)N2CCC(N(C)CCN3CCOCC3)CC2)cc1Cl,1,i,i,1,i,i,i,i,i,i,i

Following part:
molecule,HDAC3 inh,ANO1 block,TRPC6 inh,SKKanGAS inh,TRPC6 activator,RGS4 act,RGS4 block,MrgX1 allo act,MrgX1 agonist,MrgX1 antag,ANO1 activ
CCOC(=O)C1CCCN(C2=NC(=O)/C(=C/c3ccc(OC)cc3)S2)C1 (stereo unspecified),-6,i,i,-5,i,i,i,i,i,i,i
Cc1cc2ncn(-c3ncnc4sc5c(c34)CCC(C)C5)c2cc1C (stereo unspecified),1,i,i,3,i,i,i,i,i,i,i
CC(C)(C)C(=O)NC(=S)Nc1ccccc1C(=O)Nc1ccccc1,10,i,i,8,i,i,i,i,i,i,i
O=C(COC(=O)C1(c2ccccc2F)CCCC1)NCc1ccc2c(c1)OCO2,3,i,i,0,i,i,i,i,i,i,i
CCCCN(C(=O)/C=C/c1ccco1)c1c(N)n(Cc2ccccc2)c(=O)[nH]c1=O,3,i,i,.,i,i,i,i,i,i,i
COc1cc(C2C(C#N)=C(N)Oc3cc(C)n(CC4CCCO4)c(=O)c32)cc2c1OCO2 (stereo unspecified),.,.,i,6,i,i,i,.,.,.,i
CN(CC(=O)O/N=C(\N)c1ccccn1)S(=O)(=O)c1ccc(Br)cc1,2,i,i,-7,i,i,i,i,i,i,i
Cc1ccc(NC(=O)CCN2C(=O)C3C4CCC(C4)C3C2=O)cc1Cl (stereo unspecified),5,i,i,-17,i,i,i,i,i,i,i
CC(C)(C)c1nc2c(s1)CCc1onc(-c3ccc(Cl)cc3)c1-2,1,i,i,-1,i,i,i,i,i,i,i
O=C(CCC1N=C2c3ccccc3N=C(SCc3ccccc3Cl)N2C1=O)NCc1ccco1 (stereo unspecified),0,i,i,4,i,i,i,i,i,i,i
CC(NC(=S)Nc1ccccc1C(F)(F)F)C1CC2CCC1C2 (stereo unspecified),-1,i,i,0,i,i,i,i,i,i,i

Screening results: PubChem, several laboratories
